Screens: PubChem, National Center for Advancing Translational Sciences (NCATS)
uPA surface inh – blocks generation of uPA at the cell surface. cell surface uPA generation assay, qHTS. Potency, µM (series often up to 38.3 µM), without a hit: top-dose activity change, negative = inhibition, most hits filed as inhibitors. 330,000 tested, 0.31% active. AID 540303; active means well fitted inhibition curve with a large enough effect; inconclusive means small, poorly fitted or top-dose-only effect; inactive means no such curve, though single readings can be large or run the other way; tested in mouse RAW 264.7 cells; further: on the % scale 0 is the no-effect control and ±100 the full control effect; nearly all actives have a fitted effect of over 55% in size
RORgamma inh – blocks mouse ROR gamma transcriptional activity; Drosophila S2 Gal4-RORgamma UAS-luciferase reporter, 20 h; P51450; Potency, µM (titrated, usually from 53.6 µM), without a hit: top-dose activity change, negative = inhibition, most hits filed as inhibitors; 310,000 tested, 5.4% active; AID 2551; further: on the % scale 0 is the no-effect control and ±100 the full control effect; nearly all actives have a fitted effect of over 60% in size
Target sequence (P51450 whole entry, looked up, the tested form may be a part): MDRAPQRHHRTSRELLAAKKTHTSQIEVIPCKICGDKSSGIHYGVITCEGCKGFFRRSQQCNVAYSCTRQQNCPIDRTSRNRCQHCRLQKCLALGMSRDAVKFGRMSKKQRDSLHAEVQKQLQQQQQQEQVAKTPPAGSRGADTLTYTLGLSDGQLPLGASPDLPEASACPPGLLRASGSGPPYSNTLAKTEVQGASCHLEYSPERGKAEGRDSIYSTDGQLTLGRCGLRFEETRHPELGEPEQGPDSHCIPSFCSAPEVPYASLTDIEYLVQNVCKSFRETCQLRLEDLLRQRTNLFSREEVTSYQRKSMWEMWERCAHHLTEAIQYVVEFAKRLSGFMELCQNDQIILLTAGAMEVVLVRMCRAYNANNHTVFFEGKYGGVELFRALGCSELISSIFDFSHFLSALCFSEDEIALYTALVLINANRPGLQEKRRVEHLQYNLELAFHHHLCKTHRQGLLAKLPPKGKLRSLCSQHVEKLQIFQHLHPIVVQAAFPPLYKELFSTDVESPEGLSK
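Drosophila S2 cells stably expressing Gal4-DBD/mouse RORγ fusion under metallothionein promoter plus UAS-luciferase; compound 1 h, then 700 uM CuSO4 induction for 20 h at ambient temperature; inhibition read as reduced luminescence.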
NPC1 prom act – NPC1 promoter activation; 320,000 tested, 2.4% active; Potency, µM (titrated, usually from 9.22 µM), inactives show at the highest dose activation, most hits filed as activators; Huh7 NPC1 promoter luciferase reporter, 24 h; AID 485313;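 further: % of control where 0% means no effect; nearly all actives have a fitted effect of over 60% in size; reporter is driven by a mutant NPC1 promoter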
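Readout is luciferase luminescence, reflecting NPC1 promoter activation in stably transfected Huh7 cells after 24 h compound exposure at 37 °C in reduced-serum medium with 10% FBS.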
BRCA1 expr act – BRCA1 expression activation; 380,000 tested, 1.1% active; AID 624202; MCF7-BRCA1-FFLuc reporter, luminescence, 48 h; response scale: scaled: vehicle 0%, 10 µM genistein 100%; Potency, µM (series often up to 46.1 µM), for the others: at the highest dose activation, most hits filed as activators; further: nearly all actives have a fitted effect of over 80% in size; some results filed as inactive show a strong effect at the top dose
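First, MCF7-BRCA1-FFLuc cells (2000/well) attach for 2 h; next, compounds are pin-added and incubated 48 h at 37 °C; finally, luciferase reagent is added and luminescence read after 15 min.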
Gal4-VP16 FLuc – counter-screen for ROR gamma inhibitors: Gal4-VP16 reporter. Drosophila S2 Gal4-VP16 UAS-luciferase, luminescence, 20 h. Potency, µM (titrated, usually from 53.6 µM), inactives show at the highest dose activity, negative = inhibition, usual class: inhibitors. 310,000 tested, 3.5% active. AID 2546;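 further: Gal4-VP16 expression switched on by copper sulfate through the metallothionein promoter; on the % scale 0 is the no-effect control and ±100 the full control effect; nearly all actives have a fitted effect of over 50% in size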
ELG1 genotox – genotoxicity induction in ELG1-luciferase HEK293T cells | HEK293T ELG1-luciferase reporter, luminescence, 16 h | Potency, µM (highest dose often 46 µM), without a hit: at the top dose activity change, positive = activation, usual class: activators | 330,000 tested, 1.3% active | AID 504466; further: % of control where 0% means no effect; nearly all actives have a fitted effect of over 60% in size
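DMSO vehicle served as control against compound-treated ELG1-luciferase HEK293T cells; exposure lasted 16 hr at 37 °C and 5% CO2, followed by ONE-Glo luminescence detection after 30 min.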
MBNL1-CUG inh – inhibitors of human MBNL1 binding to CUG repeat RNA | TR-FRET MBNL1-His/biotin-(CUG)12 binding, 665/545 ratio | Q9NR56 | Potency, µM (top dose mostly 57.5 µM), without a hit: top-dose activity change, negative = inhibition, hits mostly inhibitors | 280,000 tested, 0.036% active; active means well fitted inhibition curve with a large enough effect in the signal ratio, with a control signal flat, not every such curve was filed as active; inconclusive means small, poorly fitted or top-dose-only effect, or effect the other way, or a change in a side signal; inactive means no such curve, though single readings can be large or run the other way; the % refers to the signal ratio; further: on the % scale 0 is the no-effect control and ±100 the full control effect
Target sequence (Q9NR56 whole entry, looked up): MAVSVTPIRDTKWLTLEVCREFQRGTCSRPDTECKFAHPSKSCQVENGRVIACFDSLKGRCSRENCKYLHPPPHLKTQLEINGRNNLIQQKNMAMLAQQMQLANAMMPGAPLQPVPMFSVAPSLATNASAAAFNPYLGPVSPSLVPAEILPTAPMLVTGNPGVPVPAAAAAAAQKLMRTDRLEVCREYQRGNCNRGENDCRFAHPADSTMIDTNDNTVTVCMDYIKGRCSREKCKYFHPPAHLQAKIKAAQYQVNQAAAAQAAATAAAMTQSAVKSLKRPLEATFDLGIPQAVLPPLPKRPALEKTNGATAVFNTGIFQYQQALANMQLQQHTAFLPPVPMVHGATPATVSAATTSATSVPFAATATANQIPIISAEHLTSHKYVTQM
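MBNL1-His + Biotin-(CUG)12, cpd titration 92 nM–58 uM; Tb anti-His Ab 0.055 ng/ul, SA-XL665 5 nM (final); 60 min RT; ratiometric 665/545 nm, Ex 340 nm; normalized to buffer and full-complex controls.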
MLL CXXC-DNA inh – inhibitors of human MLL CXXC domain-DNA interaction | Q03164 | MLL-CXXC / FITC-HOXA9 DNA fluorescence polarization | Potency, µM (highest dose often 115 µM), for inactives: top-dose activity change, negative = inhibition, most hits filed as inhibitors | 290,000 tested, 0.037% active; active means well fitted inhibition curve with a large enough effect in the polarisation, with a control signal flat, not every such curve was filed as active; inconclusive means small, poorly fitted or top-dose-only effect, or effect the other way, or a change in a side signal; inactive means no such curve, though single readings can be large or run the other way; the % refers to the polarisation
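Fluorescence polarization: 7 uM MLL-CXXC (stock) preincubated 5 min with compounds, then 50 nM fluorescein-HOX-A9 DNA (stock) added; 30 min ambient. Buffer 50 mM Tris-HCl pH 7.5, 50 mM NaCl, 1 mM DTT, 0.05% BSA.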
p53 reactivator – restores transcriptional activity of mutant p53; 320,000 tested, 0.063% active; Potency, µM (highest dose often 92.2 µM), without a hit: top-dose activity change, positive = activation, usual class: activators; AID 504706; H1299 p53-A138V BP100-luciferase reporter, luminescence, 24 h; further: % of control where 0% means no effect; nearly all actives have a fitted effect of over 45% in size
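p53-null H1299 cells stably carrying temperature-sensitive p53-A138V and a BP100-luciferase reporter were pinned with compounds (4-point, 1:5 series) and held 24 hrs at 37 deg C. Luminescence was read 10 min after detection reagent.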
Rab9 prom act – activates the Rab9 promoter | Huh7 Rab9 promoter-luciferase reporter, luminescence, 24 h | Potency, µM (series often up to 9.22 µM), without a hit: at the top dose activation, negative = inhibition, most hits filed as activators | 320,000 tested, 2.8% active; further: % of control where 0% means no effect; nearly all actives have a fitted effect of over 60% in size
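Luciferase signal after 10 min detection reagent at ambient indicates Rab9 promoter upregulation; stably transfected Huh7 cells were treated 24 h with compound in DMSO at 37 °C, 5% CO2.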
FLuc counter – counter-screen for miR-21 project: firefly luciferase inhibitors or activators | P08659 | purified FLuc, Km substrates, luminescence inhibition | Potency, µM (titrated, usually from 57.5 µM), for the others: top-dose activity change, negative = inhibition, actives largely listed as inhibitors | 360,000 tested, 6.9% active | AID 588342;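 further: plate controls were vehicle for no effect and reference inhibitor for full effect; nearly all actives have a fitted effect of over 55% in size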
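Biochemical qHTS of compounds, final roughly 60 µM downward over six points, against 10 nM purified firefly luciferase using Km concentrations of substrates (10 uM D-luciferin, 10 uM ATP) in Tris acetate pH 7.5 buffer; luminescence output.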
Active calls of the source: *; ? = inconclusive; · = no result given; [ ] = another dose, or the depositor's remark. Unless noted, the call rests on the fitted dose curve; in most records, active means well fitted curve in the direction sought with a large enough effect; inconclusive means small, poorly fitted or top-dose-only effect, or another doubt; inactive means no such curve, though single readings can be large; an effect the other way counts as inactive or inconclusive. Potency means the concentration at half of the fitted maximal effect. This is a subset; count on the stated rates, not on these rows.

SMILES	uPA surface inh	RORgamma inh	NPC1 prom act	BRCA1 expr act	Gal4-VP16 FLuc	ELG1 genotox	MBNL1-CUG inh	MLL CXXC-DNA inh	p53 reactivator	Rab9 prom act	FLuc counter
Fc1ccc2c(c1)c1n[nH]c(=S)nc1n2CCc1ccccc1	-14%	1.4µM*	2%	-22%	2.8µM*	-18%	?	-4%	-6%	-1%	-1%
CC(=O)c1c(O)cc(C)n(-c2ccc(F)cc2)c1=O	3%	-4%	-4%	8%	2%[10 µM]	2%	-2%	12%	10%	-7%[1.84 µM]	-11%
NC(=O)c1ccc(NC(=O)COC(=O)CCN=C2NS(=O)(=O)c3ccccc32)cc1	?	·	0%	4%	·	2%	·	·	4%	-5%	-1%
C#CCOCCOCCOCCNc1nc(N2CCOCC2)nc(N2CCN(C(=O)[C@H](CCCCN)n3cc([C@@H](N)CC(C)C)nn3)CC2)n1	9%	-4%	-2%	12%	-4%	2%	-19%	-12%	0%	0%	6%
CC1CN(CCOc2ccc(F)cc2)CC(C)O1 (stereo not drawn)	12%	-30%[1.91 µM]	-1%	0%	2%	0%	-4%	-5%	13%	0%	0%
O=c1cc(-c2ccc(C3CCCCC3)cc2)[nH][nH]1	0%	-14%	4%	16%	5%	17%	-6%	?	5%	1%	11µM*
CC(C)c1nnc(NC(=O)CCC(=O)N2CCN(Cc3ccc(F)cc3)CC2)s1	-1%	-3%	-2%	1%	-7%	-7%	-2%	-1%	11%	-3%	4%
Cc1ccc[n+](-c2[nH]c(=O)sc2/C=N/N=C(\[O-])CCn2c3ccccc3c3ccccc32)c1	-1%	25%	-6%	0%	-2%	4%	-3%	42%	5%	-1%	6%
COC(=O)Cn1c(O)c(N=NC(=O)OC)c2ccccc21	9%	7%	0%	-4%	2%	-1%	?	-6%	1%	-2%	1%
CC(C)C(=O)Nc1ccc(C(=O)Nc2nnc(C(C)(C)C)s2)cc1	1%	3%	-3%	-1%	-25%	1%	7%	0%	-5%	-2%	-7%
O=C(CCc1nc2ccccc2s1)N1CCN(S(=O)(=O)c2cccs2)CC1	-1%	-9%	13%	-24%	0%	-8%	-10%	3%	5%	2%	-13%
COc1ccc(C=O)cc1C1=CC(=O)C[C@H](c2ccc(Cl)cc2)C1	?	·	-2%	-27%	·	0%	·	·	-4%	-3%	0%
CCOC(=O)c1cnc2c(-c3ccccc3)c(-c3ccccc3)nn2c1C	-2%	2%	0%	-27%	-3%	-3%	-7%	-10%	1%	-8%	-2%
Clc1ccccc1-c1nnc2n1CCCCC2	-7%	11%	0%	-6%	-3%	-3%	-2%	1%	2%	-3%	0%
CCN(CC)C(=O)c1ccc(-c2ccccc2)cc1	0%	31%	6%	23%	-2%	-3%	-18%	6%	8%	8%	?
CN(Cc1ccccc1Br)C(=O)CSc1nnnn1C1CC1	0%	·	-2%	0%	·	-1%	·	·	1%	10%	-3%
O=C(COC(=O)c1ccncc1)NCc1ccccc1	-4%	-1%	8%	0%	4%	0%	-6%	2%	0%	3%	2%
O=C(CSc1nnc2ccccn12)NC(=O)c1ccccc1	1%	·	-2%	-6%	·	6%	·	·	-3%	-1%	-1%
COc1ccc(/C=C(\NC(=O)c2ccc(OC)cc2)C(=O)Nc2cccc(C(=O)O)c2)cc1	0%	-9%	-1%	-3%	-7%	4%	6%	-9%	11%	4%	-2%
Cc1cccc(N(C(=O)CNC(=O)c2ccco2)C(C(=O)NC2CCCC2)c2cccnc2)c1C (stereo not drawn)	0%	7%	-11%	-8%	-5%	10%	-2%	10%	·	0%	0%
COC(=O)c1ccc(CNC(=O)c2ccc(OC)c(S(=O)(=O)NC3CCCC3)c2)cc1	0%	·	-5%	-6%	·	0%	·	·	-20%	0%	-11%
Cc1oc2ccc(NS(=O)(=O)c3ccc(C(C)(C)C)cc3)cc2c1C(=O)Nc1ccccc1	2%	37%	-6%	-43%	-8%	1%	-1%	16%	4%	1%	2%
CC(=O)Nc1ccc(C(=O)Nc2cccc(S(=O)(=O)NC3=NCCC3)c2)cc1	-4%	·	8%	3%	·	0%	·	·	3%	2%	?
CCOC(=O)CCC(=O)Nc1cc(S(=O)(=O)N2CCOCC2)ccc1N1CCCCC1	-19%	·	-2%	1%	·	1%	·	·	-13%	-2%	10%

3 structures out of the list, sorted by heavy-atom count, largest number first:
SMILES	uPA surface inh	RORgamma inh	NPC1 prom act	BRCA1 expr act	Gal4-VP16 FLuc	ELG1 genotox	MBNL1-CUG inh	MLL CXXC-DNA inh	p53 reactivator	Rab9 prom act	FLuc counter
CC(C)C(=O)Nc1ccc(C(=O)Nc2nnc(C(C)(C)C)s2)cc1	1%	3%	-3%	-1%	-25%	1%	7%	0%	-5%	-2%	-7%
CN(Cc1ccccc1Br)C(=O)CSc1nnnn1C1CC1	0%	·	-2%	0%	·	-1%	·	·	1%	10%	-3%
CC1CN(CCOc2ccc(F)cc2)CC(C)O1 (stereo not drawn)	12%	-30%[1.91 µM]	-1%	0%	2%	0%	-4%	-5%	13%	0%	0%

Records listed above that bear a hit mark in RORgamma inh:
Compound | uPA surface inh | RORgamma inh | NPC1 prom act | BRCA1 expr act | MLL CXXC-DNA inh | p53 reactivator | Rab9 prom act
Fc1ccc2c(c1)c1n[nH]c(=S)nc1n2CCc1ccccc1 | -14% | 1.4µM* | 2% | -22% | -4% | -6% | -1%

The main list resumes, starting 2 compounds before the break.
SMILES	uPA surface inh	RORgamma inh	NPC1 prom act	BRCA1 expr act	Gal4-VP16 FLuc	ELG1 genotox	MBNL1-CUG inh	MLL CXXC-DNA inh	p53 reactivator	Rab9 prom act	FLuc counter
CC(=O)Nc1ccc(C(=O)Nc2cccc(S(=O)(=O)NC3=NCCC3)c2)cc1	-4%	·	8%	3%	·	0%	·	·	3%	2%	?
CCOC(=O)CCC(=O)Nc1cc(S(=O)(=O)N2CCOCC2)ccc1N1CCCCC1	-19%	·	-2%	1%	·	1%	·	·	-13%	-2%	10%
S=C1NC[C@H](c2ccccc2)N1CCCCC1CCCCC1	16%	0.45µM*	0%	-28%	3.2µM*	-2%	-2%	-17%	6%	-1%	-2%
Cc1cc([N+](=O)[O-])nn1CCCC(=O)Nc1sc2c(c1C(N)=O)CCCC2	-5%	1%	-1%	-11%	-20%	-4%	-19%	5%	17%	-1%	-18%
CN(CC(=O)Nc1cccc(F)c1)CC(=O)N1CCCCC1	4%	·	-2%	4%	·	4%	·	·	-4%	-1%	2%
O=C(NCCN1C(=O)C2C3C=CC(C3)C2C1=O)N1CCOCC1 (stereo not drawn)	7%	-20%	0%	5%	-7%	1%	3%	5%	-4%	1%	3%
CC(C)Cn1c(N)c(C(=O)COC(=O)C2CC(=O)N(c3ccc4c(c3)OCCO4)C2)c(=O)n(C)c1=O (stereo not drawn)	-3%	·	-3%	-1%	·	0%	·	·	-4%	-7%	7%
N#Cc1ccc(-c2cccnc2)nc1SCC(=O)c1ccccc1	4%	?	?	0%	?	15%	?	65%[activator]	8%	3.2µM*	?
Cn1cc(S(=O)(=O)NCc2ccco2)c(=O)n(C)c1=O	3%	2%	-3%	-12%	-4%	-2%	7%	7%	-4%	5%	1%
CC1CN(C(=O)COC(=O)c2ccc(Cl)c(N)c2)CC(C)O1 (stereo not drawn)	0%	0%	-1%	0%	5%	-3%	3%	-1%	6%	0%	-2%
COCCN1Cc2cccc(C(=O)Nc3ccc(S(=O)(=O)N4CCOCC4)cc3)c2C1=O	4%	6%	-1%	-2%	-2%	7%	3%	0%	-3%	-5%	0%
COc1ccc(/C=C/C(=O)c2ccc(O)cc2)cc1COc1ccc(F)cc1	?	-22%	-2%	-9%	-11%	-1%	-7%	-12%	-26%	2%	15µM*
O=C(COC(=O)COc1ccc(Br)cc1)NCCC1=CCCCC1	-10%	-1%	-3%	-32%	-11%	1%	-2%	1%	-3%	-5%	-2%
NS(=O)(=O)c1ccc(NC(=S)N2CCc3ccccc32)cc1	2%	8%	-6%	-24%	5%	-6%	32%[activator]	11%	8%	18%	0%
Nc1cc(=O)[nH]c(SCC(=O)Nc2ccccc2-c2ccccc2)n1	-1%	7%	-6%	-5%	-1%	6%	-6%	2%	1%	12%	-1%
Cc1cc(C(=O)NCCc2ccc(Cl)cc2)no1	-1%	29%	5%	50%	3%	4%	1%	-10%	0%	3%	-9%
CC1Cc2ccccc2N1C(=O)c1ccc(N2CCCC2)c([N+](=O)[O-])c1 (stereo not drawn)	0%	?	-1%	7%	?	-5%	32%[activator]	1%	11%	0%	-16%
